RGS4 inh: human RGS4 inhibition. P49798. Transcreener GDP fluorescence polarization, RGS4-accelerated GTP hydrolysis. Potency, µM (series often up to 114 µM), inactives show top-dose activity change, negative = inhibition, hits mostly inhibitors. hit rate 0.039% among 390,000; further: potency means the concentration at half of the fitted maximal effect; on the % scale 0 is the no-effect control and ±100 the full control effect; nearly all actives have a fitted effect of over 75% in size; some results filed as inactive show a strong effect at the top dose
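MLSMR compounds (23 nl, pin-transferred) preincubated 10 min at room temperature with a 500nM (2x) first reagent, then RGS4 at 900nM (2x) plus Transcreener GDP mix added; fluorescence polarization (620/688 nm) read before and after 90 min at 30 °C.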
LDHA block: blocks human lactate dehydrogenase A. purified LDHA, NADH/diaphorase-resazurin fluorescence; stronger effect = lower value. hit rate 0.15% among 480,000. activity change, % (values are at about 110 or 230 µM); in the data active means activity change below about -30%; inconclusive means mostly about -25% to -30%;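 further: plate controls were DMSO wells for no effect and wells without enzyme for full effect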
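LDH5 2 nM; NADH 0.06 mM, pyruvate 0.2 mM; 200 mM Tris pH 7.4, EDTA, Tween-20; 5 min RT. Detection: diaphorase 0.133 mg/mL + resazurin 37 µM, fluorescence ex540/em590 at 0 and 20 min; normalized to enzyme-free and DMSO wells.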
IDH1 R132H inh: blocks human mutant IDH1 R132H enzyme; O75874; Potency, µM (doses to about 76.6 µM), for the others: top-dose activity change, negative = inhibition, actives largely listed as inhibitors; AID 602179; hit rate 0.093% among 390,000; IDH1-R132H enzyme, NADPH consumption, diaphorase/resazurin fluorescence; further: potency means the concentration at half of the fitted maximal effect; on the % scale 0 is the no-effect control and ±100 the full control effect; nearly all actives have a fitted effect of over 65% in size
Target sequence (O75874 whole entry R132H, stated change not applied): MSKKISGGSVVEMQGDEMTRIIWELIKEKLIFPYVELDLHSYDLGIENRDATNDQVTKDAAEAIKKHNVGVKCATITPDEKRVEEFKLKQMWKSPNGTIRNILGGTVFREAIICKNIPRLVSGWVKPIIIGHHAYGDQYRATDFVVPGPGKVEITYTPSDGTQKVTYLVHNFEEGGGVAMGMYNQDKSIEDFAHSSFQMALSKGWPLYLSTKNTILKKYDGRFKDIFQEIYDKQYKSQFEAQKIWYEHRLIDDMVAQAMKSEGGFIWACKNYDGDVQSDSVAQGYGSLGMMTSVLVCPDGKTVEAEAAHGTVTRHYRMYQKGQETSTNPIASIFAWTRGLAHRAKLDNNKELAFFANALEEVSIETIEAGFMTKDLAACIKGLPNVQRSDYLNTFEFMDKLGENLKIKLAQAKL
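IDH1-R132H (0.5 ug/mL dispensed) in pH 7.5 Tris buffer was preincubated 30 min with compound, then given a substrate mix of 0.016 mM NADPH and 2 mM alpha-KG for 80 min at room temperature; remaining NADPH was read by diaphorase/resazurin fluorescence.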
TrxR1 substrate: is turned over as a substrate by rat TrxR1; purified TrxR1 substrate turnover, NADPH consumption readout; Potency, µM (doses to about 114 µM), for inactives: at the highest dose activity change, negative = substrate turnover; O89049; hit rate 0.01% among 390,000; AID 588456; further: potency means the concentration at half of the fitted maximal effect; on the % scale 0 is the no-effect control and ±100 the full control effect; nearly all actives have a fitted effect of over 50% in size
Target sequence (O89049 whole entry, looked up): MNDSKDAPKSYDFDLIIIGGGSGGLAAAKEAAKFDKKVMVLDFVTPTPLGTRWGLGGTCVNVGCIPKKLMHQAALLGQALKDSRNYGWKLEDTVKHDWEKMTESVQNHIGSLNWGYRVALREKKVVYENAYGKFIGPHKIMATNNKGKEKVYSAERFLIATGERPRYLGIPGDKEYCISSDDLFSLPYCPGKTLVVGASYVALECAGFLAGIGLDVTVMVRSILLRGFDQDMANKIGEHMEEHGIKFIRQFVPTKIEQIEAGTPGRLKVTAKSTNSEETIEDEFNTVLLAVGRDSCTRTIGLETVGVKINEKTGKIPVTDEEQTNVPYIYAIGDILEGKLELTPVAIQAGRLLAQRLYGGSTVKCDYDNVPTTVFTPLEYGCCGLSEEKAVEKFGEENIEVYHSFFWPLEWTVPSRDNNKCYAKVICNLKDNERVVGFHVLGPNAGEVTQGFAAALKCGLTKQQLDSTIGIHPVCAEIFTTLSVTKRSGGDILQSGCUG
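Rat TrxR1, dispensed at 90 nM, was prereduced with 400 uM NADPH (final) for 5 min at ~22 deg C, then incubated with compound 15 min before 400 uM selenite. A first-read NADPH fluorescence drop versus no-compound background flagged substrates.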
GRP78 ERSR act: inducers of ER stress response in human glioma cells; Potency, µM, without a hit: top-dose activation, hits mostly activators; hit rate 0.02% among 420,000; U87-MG GRP78 promoter luciferase reporter, 16 h; further: potency means the concentration at half of the fitted maximal effect; series mostly up to about 76 µM; % of control where 0% means no effect; nearly all actives have a fitted effect of over 35% in size
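Stably transfected U87-MG human glioma cells carrying a GRP78-based luminescent sensor were seeded at 1000 cells/well, pin-dosed with compounds and incubated 16 h. Luciferase reagent was then added, and end-point luminescence was read after 10 min at room temperature.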
USP1-UAF1 inh: USP1/UAF1 (human) deubiquitinase inhibition. recombinant USP1/UAF1, Ub-Rhodamine cleavage fluorescence. O94782. AID 743255. Potency, µM (titrated, usually from 57.1 µM), inactives show at the highest dose activity change, negative = inhibition, usual class: inhibitors. hit rate 0.23% among 390,000; further: potency means the concentration at half of the fitted maximal effect; on the % scale 0 is the no-effect control and ±100 the full control effect; nearly all actives have a fitted effect of over 60% in size; inactives centre near -12
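USP1/UAF1 complex at 1 nM was preincubated with compound for 15 min at room temperature, then Ub-Rho substrate (150nM final) was added. Fluorescence (480/540 nm) was read kinetically, 6 reads every 60 seconds.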
rTrxR1 inhibitor: rat TrxR1 inhibition; O89049; recombinant rTrxR1, NADPH fluorescence consumption, selenite substrate; Potency, µM (titrated, usually from 114 µM), for the others: at the highest dose activity change, negative = inhibition, actives largely listed as inhibitors; hit rate 1% among 390,000; AID 588453; further: potency means the concentration at half of the fitted maximal effect; on the % scale 0 is the no-effect control and ±100 the full control effect; nearly all actives have a fitted effect of over 65% in size
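Rat TrxR1 (90 nM in the dispensed reagent) was pre-reduced with 400 uM NADPH for 5 min at room temperature, then incubated with compound for 15 min. After 400 uM selenite was added, NADPH fluorescence (Ex 340/Em 450 nm) was followed for 8 min.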
Vif-A3G inh: inhibitors of Vif-APOBEC3G interaction; Q9HC16; HeLa A3G-eYFP + Vif (tagged APOBEC3G with the HIV-1 protein that degrades it), YFP fluorescence, overnight; Potency, µM (doses to about 46.1 µM), inactives show at the top dose activity, negative = active, most hits filed as inhibitors; hit rate 0.076% among 410,000; AID 602310;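 further: potency means the concentration at half of the fitted maximal effect; on the % scale 0 is the no-effect control and ±100 the full control effect; nearly all actives have a fitted effect of over 60% in size; hits raise eYFP signal because A3G escapes Vif-driven loss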
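Read-out is eYFP fluorescence (Ex 488/Em 500-530) from Vif-expressing HeLa A3G-eYFP cells; more signal means A3G escaped Vif-mediated degradation. Cells plated overnight, compound pinned in, incubated overnight at 37 deg C.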
Vif-APOBEC3F blk: inhibitors of Vif-A3F interaction; Potency, µM (doses to about 46.1 µM), for inactives: at the top dose activity, negative = active; HeLa A3F-eYFP + Vif (tagged APOBEC3F with the HIV-1 protein that degrades it), YFP fluorescence increase; AID 602313; hit rate 0.2% among 390,000; further: potency means the concentration at half of the fitted maximal effect; % of control where 0% means no effect; nearly all actives have a fitted effect of over 65% in size
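Fluorescence increase (Ex 488/Em 500-530) after overnight compound treatment at 37 deg C flags inhibition of Vif-driven A3F-eYFP loss in stable HeLa A3F-eYFP/Vif cells seeded overnight beforehand.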
* = called active by the depositor; ? = inconclusive; · = not tested or not shown; & = joins results of further samples; [ ] = remark or other dose. Unless noted, the call rests on the fitted dose curve; in most records, active means well fitted curve in the direction sought with a large enough effect; inconclusive means small, poorly fitted or top-dose-only effect, or another doubt; inactive means no such curve, though single readings can be large; an effect the other way counts as inactive or inconclusive. An excerpt; rates above refer to the full screens.

molecule,RGS4 inh,LDHA block,IDH1 R132H inh,TrxR1 substrate,GRP78 ERSR act,USP1-UAF1 inh,rTrxR1 inhibitor,Vif-A3G inh,Vif-APOBEC3F blk
CC(=O)c1cccc(OCC(=O)N(Cc2ccco2)c2c(N)n(Cc3ccccc3)c(=O)[nH]c2=O)c1,-10%,-1,-5%,4%,2%,-14%,-5%,1%,-1%
CCc1cc(-c2nnn(CCC3COCCO3)c2CC)cc(CC)c1-c1cn(Cc2ccc3ccccc3c2)nn1 (stereo not given),·,-4,-9%,·,-3%,-20%,·,4%,-3%
C=CCN(Cc1cccc(OC)c1OC)S(=O)(=O)N(C)C,-18%,-6,2%,9%,2%,-11%,22%,0%,1%
CC(C)CCNC(=O)CN(Cc1ccco1)C(=O)c1snc(C(N)=O)c1N,18%,-2,12%,11%[57.1 µM],-2%,-18%,24%[57.1 µM],1%,6%
CCc1ccc2[nH]c(O)c(N=NC3=NC(=O)CS3)c2c1,-27%[11.4 µM],-13,-5%,-8%,-3%,-12%,13%,-3%,-12%
COC(=O)c1ccccc1NC(=O)c1ccccc1SC,20%,-10,2%,1%,1%,2%,15%,-11%,-2%
O=C1c2ccccc2C(Nc2ccc3nc(-c4cccnc4)[nH]c3c2)N1Cc1ccco1 (stereo not given),-18%,-2,8%,3%[57.1 µM],0%,-20%,-2%[57.1 µM],-20%,5%
COc1ccc(-c2nc(CN3CCC(C(=O)NC4CC4)CC3)c(C)o2)cc1OC,-5%,0,-12%,6%,-1%,-22%,14%,-6%,0%
Cc1cc(C)c2c(=O)cc(CSc3n[nH]c(C)n3)[nH]c2c1,19%,-6,14%,0%[57.1 µM],-4%,-19%,15%[57.1 µM],-4%,6%
CCC(Sc1nc(C)cc(C)n1)C(=O)Nc1nccs1 (stereo not given),0%,0,-7%,5%,-2%,-27%,38%[activator],-9%,2%
CCOC(=O)N1CCN(C(=O)COC(=O)CNC(=O)c2ccc(OCC)c(OCC)c2)CC1,-14%,-2,-1%,-7%[57.1 µM],1%,-8%,6%,-4%,6%
O=C(NCc1ccco1)c1cccc(NS(=O)(=O)c2ccccc2F)c1,3%,-11,1%,2%[57.1 µM],-5%,3%,-6%[57.1 µM],1%,13%
COc1ccccc1NC(=O)c1ccc(CN2C(=O)C(C)=C(c3ccc(C)c(C)c3)S2(=O)=O)cc1,-48%,3,·,3%[57.1 µM],·,-21%,14%[57.1 µM],·,·
CC1(C)CC(=O)C2=C(C1)Nc1ccccc1NC2c1cccnc1 (stereo not given),22%,-8,6%,-17%,-3%,-2%,-18%,6%,-8%
Cn1cc(S(=O)(=O)N2CCCCCC2)cc1C(=O)Nc1ccc(Cl)c(C(F)(F)F)c1,-20%,2,13%,-4%[57.1 µM],-2%,-20%,1%[57.1 µM],-2%,1%
CN(Cc1cccs1)C(=O)CCc1c[nH]c2ccccc12,-4%,-5&-4,0%,-3%,3%,-7%,26%,4%,-4%
CCOC(=O)c1ccc(NC(=O)C(=O)NCc2ccc(/C=C(/C#N)C(=O)NCCOC)o2)cc1,-6%,-6,11%,2%[57.1 µM],1%,-15%,26%[57.1 µM],1%,9%
CN(Cc1ccc(F)cc1)C(=O)c1ccc2c(c1)NC(=O)CS2,0%,-4,-1%,7%,-5%,-23%,30%,1%,0%
O=S(=O)(NCCc1ccncc1)c1cc(Br)ccc1F,19%,-7,-2%,-5%,-4%,7%,-12%,0%,-10%
Nc1nc(N)c(S(=O)(=O)c2ccccc2)c(Nc2ccc(F)cc2)n1,5%,-13,-5%,-8%,-1%,-20%,6%,-7%,3%
Cc1ccc(S(=O)(=O)N(C)C)cc1NC(=O)COC(=O)CCNS(=O)(=O)c1ccccc1,-17%,-3,2%,-8%,-2%,-9%,-10%,2%,6%
CCc1[nH]nc2c1C1(CCOC1C)C(C#N)=C(N)O2 (stereo not given),-1%,0,14%,-14%,-5%,-4%,-25%,4%,·
Cc1ccc(CC23CN4CCN(CC(C4)C2O)C3)c(C)c1 (stereo not given),-24%,0,0%,17%,-2%,-6%,42%[activator],0%,-8%
CCn1cc(C(=O)NN)c(=O)c2cc(F)c(N3CCCCC3)cc21,4%,-5,-4%,-11%,-1%,-12%,-19%,2%,3%
COc1ccc(CNC(=O)N2CCN(S(=O)(=O)c3ccccc3F)CC2)cc1,-7%,-6,0%,0%,-8%,-6%,11%,-1%,-7%
Cc1ccc(-n2ncc(C(=O)NCCN3CCCC3)c2C2CCN(C(=O)OC(C)(C)C)CC2)cc1,-21%,5,10%,3%,-2%,3%,6%,5%,0%
Cc1ccc(Cl)c(N/C=C/C(=O)c2ccccc2)c1,-26%,-7,9%,-3%,1%,-25%,7%,-4%,9%
CCCCC(CCC(=O)O)(C(=O)OCC)c1csc(Nc2ccc(OCC)cc2)n1 (stereo not given),7%,7,?,-6%,-4%,-27%,6%,-5%,-1%
O=C(Nc1cccc(-c2cn3cccnc3n2)c1)c1ccco1,-22%,10,9%,706%[activator],4%,1%,28%,-5%,-3%
COc1ccc(CCNC(=O)CCS(=O)(=O)c2ccc3c(c2)NC(=O)CO3)cc1OC,-28%[11.4 µM],-5,0%,4%,-1%,-13%,6%,0%,2%
Brc1ccc(OCCCOc2cccc3cccnc23)cc1,-25%,-1,-5%,-1%,4%,-23%,15%,-7%,-8%
O=C(Nc1ccc(Br)cc1)Nc1ccccc1Cl,-11%,-5,2%,5%,2%,-17%,7%[57.1 µM],-5%,-4%
COc1ccc(C(=O)NC(=S)Nc2ccc3[nH]c(=O)[nH]c3c2)cc1Br,·,2,11%,·,-5%,?,·,1%,-9%
CCOC(=O)c1c(C)[nH]c(C)c1C(=O)COC(=O)c1ccc(Cl)c(S(N)(=O)=O)c1,30%,3,5%,7%[57.1 µM],1%,-15%,-1%[57.1 µM],-2%,2%
Cc1cc(-n2nc(C)cc2C)nc(N)n1,-15%[11.4 µM],-4,1%,0%,-2%,3%,-7%,4%,7%
Cc1cc(=O)[nH]c(SCc2nc3ncccn3c2Br)n1,1%,-1,14%,105%[activator],-2%,-14%,-2%,2%,0%
Cc1ccc(SCC(=O)n2nc(C)cc2C)cc1,-3%,2,3%,16%,2%,-14%,37%,1%,0%
Cc1ccsc1C(=O)NNC(=O)c1ccncc1,38%,-7,10%,-9%,1%,-2%,-5%,1%,-11%
Cc1ccc(NC(=O)CN(c2ccccc2)S(=O)(=O)N(C)C)cc1Cl,-1%,0,0%,-6%,-4%,-26%,25%,-1%,1%
Cc1ccc(C)c(N(C(=O)c2csnn2)C(C(=O)NC2CCCCC2)c2cccnc2)c1 (stereo not given),14%,3,-7%,3%,-5%,-8%,11%,0%,-1%
c1ccc(-c2n[nH]c(-c3ccccc3)c2-c2nc3ccccc3[nH]2)cc1,-34%[56.9 µM],1,-6%,0%,-4%,-10%,-5%,-3%,1%
Cc1nc(-c2nnc(SCC(=O)Nc3ccc(C(F)(F)F)cc3)n2C)cs1,-35%,-15,13%,6%[57.1 µM],-7%,-5%,1%[57.1 µM],-3%,-20%
CCSc1nc2ccccc2c(=O)n1CCc1ccc(OC)c(OC)c1,-10%,-1,5%,3%,0%,-26%,15%,-10%,10%
O=C(C[C@H]1C(=O)N(C2CCCCC2)C[C@@H]1c1ccccc1)Nc1ccc(Br)cc1,·,-1,-1%,·,-2%,3%,·,1%,3%
COc1ccc(-c2nn(-c3cccc(F)c3)c3c2cnc2cc(OC)c(OC)cc23)cc1,12%,-4,12%,0%[57.1 µM],0%,2%,4%[57.1 µM],-4%,-5%
CC(C)C(=O)Nc1c(-c2ccc(Cl)cc2)c(=O)c2ccccc2n1C,3%,-2,0%,-7%,-1%,-7%,-13%,1%,9%
Fc1cccc(Nc2ncnc3[nH]ncc23)c1,2%,-3,9%,-2%,-5%,-17%,19%,2%,0%
CN(Cc1ccccc1)CC(O)COc1ccc(CNCc2nccn2C)cc1 (stereo not given),1%,-2,1%,-2%[57.1 µM],-2%,-6%,11%[57.1 µM],1%,-4%

Compound activity as filed in PubChem.
